# Growth percent in the NCI-60 one-dose screen (48 h, 10 µM unless noted): 100 = growth as untreated, 0 = no growth, -100 = all killed.
# OVCAR-3 – OVCAR-3 ovarian cancer; AID 1794787; hit rate 7% among 79,000
# SNB-19 – SNB-19 CNS cancer cells | hit rate 2.5% among 81,000 | AID 1794751
# DU-145 – DU-145 prostate cancer. hit rate 4.2% among 81,000
# SF-268 – SF-268 CNS cancer cells; hit rate 3.1% among 82,000; AID 1794759
# SF-295 – SF-295 CNS cancer cells; hit rate 5.6% among 79,000; AID 1794758
# U251 – U251 CNS tumor cells. hit rate 5.4% among 80,000. AID 1794753
# OVCAR-8 – OVCAR-8 ovarian cancer; hit rate 4.4% among 81,000
# PC-3 – PC-3 prostate cancer cells; hit rate 3.9% among 80,000; AID 1794754
# SF-539 – SF-539 CNS cancer. hit rate 6.8% among 81,000. AID 1794752
# * marks the source's active call; other numbers are inactive results; x = not tested or not shown. The calls were made as follows: active = growth percent below 10; inactive = the rest.
# The opening two compounds, ahead of the listing:
SMILES,OVCAR-3,SNB-19,DU-145,SF-268,SF-295,U251,OVCAR-8,PC-3,SF-539
OB(O)c1ccc(Cl)cc1,100,115,100,98,103,97,101,96,105
COP(N)(=S)Oc1cc(Cl)c(Cl)cc1Cl (configuration not stated),117,106,114,109,108,105,92,86,118

# Main list, from the first entry:
SMILES,OVCAR-3,SNB-19,DU-145,SF-268,SF-295,U251,OVCAR-8,PC-3,SF-539
OB(O)c1ccc(Cl)cc1,100,115,100,98,103,97,101,96,105
COP(N)(=S)Oc1cc(Cl)c(Cl)cc1Cl (configuration not stated),117,106,114,109,108,105,92,86,118
O=C1/C(=C/c2cn(Cc3ccccc3)c3ncccc23)N2CCC1CC2,89,79,87,83,88,76,88,89,94
CCCC1=NNC(=O)C1(Br)Br,118,106,124,115,99,x,101,93,119
C/C(=C\c1ccn(-c2ccccc2N)n1)[C@@H]1C[C@@H]2O[C@]2(C)CCC[C@H](C)[C@H](O)[C@@H](C)C(=O)C(C)(C)[C@@H](O)CC(=O)O1,-2.9*,29,-18*,30,14,27,26,14,-12*
O=C1NP(=O)(Cc2nc3ccccc3c(=O)[nH]2)Nc2ccccc21 (configuration not stated),113,98,111,100,105,101,101,84,97
C=CC(=O)NC(C)(C)CC(C)=O,112,103,123,104,109,98,102,91,101
CNC(=O)Oc1cccc(N(C)C)c1,110,102,110,106,100,99,99,97,100
CC(C)=CC1C(C(=O)OCc2cccc(Oc3ccccc3)c2)C1(C)C (configuration not stated),102,98,109,113,90,99,100,93,110
CCN(CC)C(=S)Cl,113,105,97,99,109,105,110,104,100
O=C1C=CC2CC1(O)C1CCCCN1O2 (configuration not stated),113,106,123,105,104,97,104,108,101
Cc1ccc(S(=O)(=O)n2cc([C@@]3(O)C[C@H](CI)OC3=O)c3ccccc32)cc1,94,95,98,101,89,97,42,81,97
C[N+](C)(C)Cc1cccc(C(F)(F)F)c1,106,109,109,106,97,97,99,94,99
C1CCC2C(C1)NC1CCCCC12 (configuration not stated),100,108,105,101,117,99,95,100,116
CC1=C(CCCOC(=O)[C@H](N)CC(C)C)C2=C(C)C3(CC3)[C@@](C)(O)C(=O)C2=C1,-14*,45,12,15,-5.7*,36,4.0*,29,-7.1*
C[C@]12CC[C@H](S)CC1=CC[C@@H]1[C@@H]2CC[C@]2(C)C(=O)CC[C@@H]12,104,x,99,106,103,106,111,94,102
O=S(=O)(Oc1ccc(Cl)cc1)c1ccc(Cl)cc1,109,107,114,108,102,106,116,99,111
C/C(=N/N=C(N)N)c1cccnc1,83,96,95,98,94,93,98,93,96
Cc1cc(C(C)(C)C)ccc1O,105,111,104,97,110,94,102,94,111
CCC(c1ccc(OC)cc1)C(CN(CCCl)CCCl)c1ccc(OC)cc1 (configuration not stated),98,98,102,99,96,96,99,85,104

# Full records, looked up by structure. Values in the order: OVCAR-3 | SNB-19 | DU-145 | SF-268 | SF-295 | U251 | OVCAR-8 | PC-3 | SF-539
# C[C@]12CC[C@H](S)CC1=CC[C@@H]1[C@@H]2CC[C@]2(C)C(=O)CC[C@@H]12 across the screens: 104 | x | 99 | 106 | 103 | 106 | 111 | 94 | 102
# CC1=C(CCCOC(=O)[C@H](N)CC(C)C)C2=C(C)C3(CC3)[C@@](C)(O)C(=O)C2=C1 across the screens: -14* | 45 | 12 | 15 | -5.7* | 36 | 4.0* | 29 | -7.1*
# C/C(=N/N=C(N)N)c1cccnc1 across the screens: 83 | 96 | 95 | 98 | 94 | 93 | 98 | 93 | 96
# Cc1ccc(S(=O)(=O)n2cc([C@@]3(O)C[C@H](CI)OC3=O)c3ccccc32)cc1 across the screens: 94 | 95 | 98 | 101 | 89 | 97 | 42 | 81 | 97

# More results:
SMILES,OVCAR-3,SNB-19,DU-145,SF-268,SF-295,U251,OVCAR-8,PC-3,SF-539
NC(=O)NNc1ccc([N+](=O)[O-])cc1[N+](=O)[O-],111,112,121,111,100,105,118,104,102
CCOP(=O)(OCCCl)C(NC(=O)c1ccc(C)cc1)=C(Cl)Cl (configuration not stated),116,104,117,97,102,105,97,99,105
COc1ccc(-c2nc3c(s2)CC[C@@]2(C)C3=CC[C@@H]3[C@@H]2CC[C@]2(C)C(=O)CC[C@@H]32)cc1,106,98,107,99,95,93,98,98,95
COCCCCn1cc(C(=O)C2C(C)(C)C2(C)C)c2ccccc21,96,103,89,91,97,101,101,95,94
NNP(=O)(c1ccccc1)c1ccccc1,110,104,116,114,95,100,103,98,101
CC(C)N(CCC(C(N)=O)(c1ccccc1)c1ccccc1)C(C)C,105,100,111,109,103,106,104,101,101
O=C1C=C(Cl)C(=O)C=C1Cl,119,97,117,104,96,101,104,95,98
N#CC(C#N)=C(C#N)C#N,107,102,110,96,x,100,96,97,94
OC(c1cccc(Cl)c1)C(Cl)(Cl)Cl (configuration not stated),x,114,x,x,80,96,104,x,103
CCCCN1CCCC[C@@H]1C(=O)N[C@H](C(=O)N(C)[C@H](C[C@@H](OC(C)=O)c1nc(C(=O)NC2CCC(C(=O)OC)CC2)cs1)C(C)C)C(C)C (some centres not stated),-29*,24,9.0*,49,19,15,25,29,-5.1*
CNC(=O)Oc1cc2c(cc1C(C)(C)C)CCC2,107,106,114,101,113,110,100,90,105
C=CC(=O)OCCN(C)C,117,96,123,116,99,101,111,100,114
Nc1nc(N)c(-c2ccc(Cl)cc2)c(COc2ccc(NC(=O)c3cccc(S(=O)(=O)F)c3)cc2)n1,108,97,115,106,83,93,89,88,93
O=C1CC(c2ccccc2)CO1 (configuration not stated),105,101,97,98,99,98,108,97,97
CC(C)c1cc([N+](=O)[O-])cc([N+](=O)[O-])c1O,105,107,110,102,99,103,104,81,101
Cc1ccc2[nH]c(=S)n(-c3ccccc3)c(=O)c2c1,110,x,104,104,98,98,100,x,99
CC1(C)CN=C(NN=C(/C=C/c2ccc(C(F)(F)F)cc2)/C=C/c2ccc(C(F)(F)F)cc2)NC1,-88*,38,-14*,-35*,-71*,x,-64*,25,-78*
CC(CO)NC1CCCCC1 (configuration not stated),115,102,105,108,113,99,103,105,92
CC(=O)O[C@H]1C(=O)[C@@]2(C)[C@H]([C@H](OC(=O)c3ccccc3)[C@]3(O)C[C@H](OC(=O)[C@H](OC(=O)OC[C@@H]4COC(C)(C)O4)[C@@H](NC(=O)c4ccccc4)c4ccccc4)C(C)=C1C3(C)C)[C@]1(OC(C)=O)CO[C@@H]1C[C@@H]2O,8.1*,13,6.2*,32,-7.8*,17,17,22,-9.8*
O=[N+]([O-])c1cc([N+](=O)[O-])c(Nn2c3ccccc3c3ccccc32)c([N+](=O)[O-])c1,12,26,23,16,-48*,8.0*,6.0*,-11*,8.3*

# Sorted by SMILES length (lowest first): 7 of the compounds above.
SMILES,OVCAR-3,SNB-19,DU-145,SF-268,SF-295,U251,OVCAR-8,PC-3,SF-539
CC(CO)NC1CCCCC1 (configuration not stated),115,102,105,108,113,99,103,105,92
C=CC(=O)OCCN(C)C,117,96,123,116,99,101,111,100,114
O=C1CC(c2ccccc2)CO1 (configuration not stated),105,101,97,98,99,98,108,97,97
CNC(=O)Oc1cc2c(cc1C(C)(C)C)CCC2,107,106,114,101,113,110,100,90,105
Cc1ccc2[nH]c(=S)n(-c3ccccc3)c(=O)c2c1,110,x,104,104,98,98,100,x,99
Nc1nc(N)c(-c2ccc(Cl)cc2)c(COc2ccc(NC(=O)c3cccc(S(=O)(=O)F)c3)cc2)n1,108,97,115,106,83,93,89,88,93
CC(=O)O[C@H]1C(=O)[C@@]2(C)[C@H]([C@H](OC(=O)c3ccccc3)[C@]3(O)C[C@H](OC(=O)[C@H](OC(=O)OC[C@@H]4COC(C)(C)O4)[C@@H](NC(=O)c4ccccc4)c4ccccc4)C(C)=C1C3(C)C)[C@]1(OC(C)=O)CO[C@@H]1C[C@@H]2O,8.1*,13,6.2*,32,-7.8*,17,17,22,-9.8*

# Source: PubChem

# These rows are one share of the data. The share of hits here may be higher or lower than overall.
